GC-B act – GC-B (human) receptor activation. AID 1920062. activation, % at 10 µM. HEK293-GC-B cells, CNP EC30, cGMP TR-FRET; 0% at EC30 CNP, 100% saturating CNP. 370,000 tested, 0.11% active. P20594;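 active means activation at 10 µM reaching about 35% in either raw or pattern-adjusted values, limit read from the data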
rCAG binder – r(CAG) repeat RNA binding. TO-PRO-1 dye displacement fluorescence. inhibition, % at 3 µM. 370,000 tested, 1.3% active;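 active means inhibition above the plate cutoff, the mean of all test compounds on that plate plus 3 SD, cut at about 35% in these data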;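 further: 0% = DMSO alone and 100% = 100 µM mitoxantrone as full dye displacement; higher means more dye released from RNA so lower well fluorescence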
ABHD4 inh – ABHD4 (mouse) inhibition, primary FP screen; Q8VD66; purified mABHD4, FP-Rh probe fluorescence polarization; inhibition, % at 8.92 µM; 370,000 tested, 0.54% active; AID 720543;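 active means inhibition exceeding the mean over every tested compound plus 3 SD, cut at about 30% in these data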;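 further: 0% = plate median of compound wells and 100% = S159A mutant with DMSO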
Target sequence (Q8VD66 whole entry, looked up): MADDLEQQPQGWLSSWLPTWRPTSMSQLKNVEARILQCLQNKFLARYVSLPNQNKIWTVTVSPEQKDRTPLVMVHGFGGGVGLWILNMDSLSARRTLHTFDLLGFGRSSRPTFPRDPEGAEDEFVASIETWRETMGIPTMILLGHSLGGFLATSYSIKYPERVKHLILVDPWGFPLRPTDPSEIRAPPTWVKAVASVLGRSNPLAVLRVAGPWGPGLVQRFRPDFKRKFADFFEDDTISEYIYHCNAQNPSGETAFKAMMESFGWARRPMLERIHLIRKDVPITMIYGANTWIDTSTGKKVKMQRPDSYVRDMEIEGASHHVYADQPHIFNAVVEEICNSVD
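Assay system: wild-type mouse ABHD4 protein; compound: single nominal dose of 8.92 µM, 0.89% DMSO final; schedule: 45 min + 60 min at 25 °C; measured by: FP readout, ex 525 nm / em 598 nm; evaluation: % inhibition of FP-Rh probe binding versus controls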
ARFGAP1 inh – inhibits rat ARF GTPase activating protein 1 | inhibition, % at 16.5 µM | AID 651572 | Q62848 | 360,000 tested, 0.26% active | Arfgap1-stimulated ARF1 GTP hydrolysis, GDP FP detection;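 active means inhibition above a per-plate limit, mean inhibition of low control wells plus 3 SD, cut at about 25% in these data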;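 further: 0% = DMSO wells with enzyme and 100% = wells lacking Arfgap1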
Target sequence (Q62848 1-136 limits assumed): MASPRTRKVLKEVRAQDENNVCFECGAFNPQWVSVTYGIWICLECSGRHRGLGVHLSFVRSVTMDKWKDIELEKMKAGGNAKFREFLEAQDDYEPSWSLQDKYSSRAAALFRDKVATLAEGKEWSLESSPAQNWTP
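Replicates: Single well per compound | Assay system: Truncated rat Arfgap1 GAP domain | Control set: No-Arfgap1 wells (100%) versus DMSO full-reaction wells (0%) | Times: Enzyme reaction 120 min at 25 °C after 20 min preincubation | Reagent: Human ARF1(Δ1-17)-GTP substrate | Measured by: Tracer-displacement fluorescence polarization with EDTA stop, 620/688 nm | Measure: Percent inhibition of Arfgap1-stimulated GTP hydrolysis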
PG9 Ab binder – binds the HIV-1 gp120 antibody PG9; TR-FRET gp120-PG9 antibody binding; inhibition, % at 6.7 µM; 360,000 tested, 0.43% active; AID 624416; in the data active means inhibition above about 8.5%
HTRA1 inhibitor – blocks human HTRA1 serine peptidase; Q92743; recombinant HTRA1, FP-rhodamine activity-based probe, fluorescence polarization; inhibition, % at 5.96 µM; 340,000 tested, 0.5% active; in the data active means inhibition above about 36%;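 further: 0% = enzyme with DMSO and 100% = wells lacking enzyme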
Target sequence (Q92743 whole entry, looked up): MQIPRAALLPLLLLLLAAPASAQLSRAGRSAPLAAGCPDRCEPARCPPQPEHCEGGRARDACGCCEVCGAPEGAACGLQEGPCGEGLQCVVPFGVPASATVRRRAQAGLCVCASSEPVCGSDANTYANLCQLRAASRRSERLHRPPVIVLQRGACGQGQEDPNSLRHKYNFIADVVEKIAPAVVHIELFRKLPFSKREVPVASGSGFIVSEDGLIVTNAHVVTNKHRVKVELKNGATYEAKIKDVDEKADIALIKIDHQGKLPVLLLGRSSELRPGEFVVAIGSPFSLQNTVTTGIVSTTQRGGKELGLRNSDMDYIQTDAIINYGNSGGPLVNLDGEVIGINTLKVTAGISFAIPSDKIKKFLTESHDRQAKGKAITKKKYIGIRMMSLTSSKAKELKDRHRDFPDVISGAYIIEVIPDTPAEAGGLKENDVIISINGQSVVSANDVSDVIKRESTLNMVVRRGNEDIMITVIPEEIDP
SMARCA2 act – activators of SMARCA2 function. AID 652017. 370,000 tested, 1% active. activation, % at 9.1 µM. MG213 cells, MMTV-luciferase reporter, dexamethasone, overnight; in the data active means activation above about 7.8%;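 further: 0% = vehicle wells and 100% = reference activator wells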
NR1D1 modulator – modulators of human Rev-erb alpha DNA binding | Rev-erbα–FITC-DNA binding, fluorescence polarization, 90 min | P20393 | activity, % at 10 µM | 370,000 tested, 0.79% active;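 active means activity above about 14%, limit read from the data; passing the limit was not always enough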;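 further: 0% = DMSO wells with 35 nM protein and 100% = DMSO wells with 750 nM protein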
ASAP1 inh – blocks human ASAP1-stimulated Arf1 GTP hydrolysis; GDP FP detection; inhibition, % at 16.5 µM; 360,000 tested, 0.19% active; AID 624377; in the data active means inhibition above about 25%;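 further: 0% = vehicle with enzyme and substrate and 100% = no enzyme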
GC-A act – GC-A (human) enzyme activation. HEK293 GC-A cells, cGMP TR-FRET, EC30 ANP; 0% at EC30 ANP, 100% saturating ANP. activation, % at 10 µM. 370,000 tested, 0.14% active; in the data active means activation above about 40%
* = called active by the depositor; · = not tested or not shown.

cpd	Structure	GC-B act	rCAG binder	ABHD4 inh	ARFGAP1 inh	PG9 Ab binder	HTRA1 inhibitor	SMARCA2 act	NR1D1 modulator	ASAP1 inh	GC-A act
1	COC(=O)c1ccc(CN2C(=O)NC3(CCCCC3C)C2=O)o1 (stereo unspecified)	6	2	-1	2	1.8	9	1	0	0	11
2	COc1ccc(C(F)(F)F)cc1NC(=O)C(OC(=O)CNC(=O)c1ccccc1)c1ccccc1 (stereo unspecified)	-12	·	-14	·	·	·	·	-3	·	-10
3	Cn1nc(C(F)(F)F)c(-c2ccc(Br)cc2)c1NC(=O)c1nccnc1C(=O)O	5	5	-6	5	-1.4	1	-3	-3	-8	2
4	COc1cnn(-c2cccc(C)c2)c(=O)c1Cl	-2	0	-4	-1	0.2	-3	2	-4	-6	6
5	CCOC(=O)c1ccc(N(C(=O)CNC(=O)c2ccco2)C(C(=O)NCC2CCCO2)c2ccc(OC)c(OC)c2)cc1 (stereo unspecified)	2	-6	2	11	-0.6	-3	-2	3	4	1
6	CSc1ccc(CNc2nc3ccccc3n3cnnc23)cc1	-9	-2	0	-3	3.6	-5	2	16	-6	0
7	Cc1ccc2nc(-c3cccc(Cl)c3)c(Cc3cccc(F)c3)n2c1	19	3	0	15	-0.7	·	0	4	-1	7
8	CCc1cc(N2CCOCC2)cc2c1[nH]c1ccccc12	1	-3	12	2	-0.8	7	-1	1	7	1
9	O=C(NCc1cccc(C(F)(F)F)c1)C1C(=O)Nc2ccccc2C(=O)N1Cc1ccccc1 (stereo unspecified)	1	2	-6	9	1.0	·	-4	3	9	-4
10	CC1=CN2C(=N)/C(=C/c3ccc(Sc4ccc(Cl)cc4)o3)C(=O)N=C2S1	1	15	-3	4	-1.1	-22	-3	1	-6	-4
11	CSc1nc(-c2ccco2)nn1C(=O)CCc1ccccc1	1	1	-1	-2	0.5	5	-1	2	-3	6
12	NC(=S)N/N=C/c1coc2cc(Br)ccc2c1=O	-7	4	6	3	-2.8	-2	-5	-4	-3	-17

Fetched by compound from the entries so far:
cpd	Structure	GC-B act	rCAG binder	ABHD4 inh	ARFGAP1 inh	PG9 Ab binder	HTRA1 inhibitor	SMARCA2 act	NR1D1 modulator	ASAP1 inh	GC-A act
1	COC(=O)c1ccc(CN2C(=O)NC3(CCCCC3C)C2=O)o1 (stereo unspecified)	6	2	-1	2	1.8	9	1	0	0	11
8	CCc1cc(N2CCOCC2)cc2c1[nH]c1ccccc12	1	-3	12	2	-0.8	7	-1	1	7	1

(next part)
cpd	Structure	GC-B act	rCAG binder	ABHD4 inh	ARFGAP1 inh	PG9 Ab binder	HTRA1 inhibitor	SMARCA2 act	NR1D1 modulator	ASAP1 inh	GC-A act
13	CCNc1ccc(Br)cc(C(=O)/C=C/c2ccc(Cl)cc2Cl)c1=O	0	45*	35*	-3	2.3	64*	1	-4	9	3
14	CCOC(=O)c1c(CC(C)C)csc1NC=O	8	-3	-10	-2	0.2	-13	3	15	-5	9
15	CN(C)C(=O)c1ccc(NC(=O)COC(=O)CCN=C2NS(=O)(=O)c3ccccc32)cc1	2	0	5	-12	-1.9	5	0	1	3	1
16	CCOC(=O)c1nn(-c2ccccc2)c(=O)cc1OCC(=O)Nc1ccccc1OCC	3	-3	-2	2	-0.1	8	0	-7	-1	-2
17	CC1CCCN(CCCNS(=O)(=O)c2ccc3c(c2)CCN3C(=O)C2CC2)C1 (stereo unspecified)	-2	-2	5	9	-0.3	2	-1	-3	1	0
18	Cn1c(=O)n(C)c2cc(NS(=O)(=O)c3ccc4c(c3)CCCC4)ccc21	-2	4	4	6	-1.1	-2	-7	3	8	-7
19	CCN(C[C@H]1N[C@@](CC)(C(=O)OC)[C@H]2C(=O)N(C)C(=O)[C@@H]12)S(=O)(=O)c1ccc(-c2ccccc2)cc1	-1	3	3	-5	-0.9	-2	-5	7	-5	1
20	CCc1nnc(SCC(=O)Nc2ccccc2)n1CC1CCCO1 (stereo unspecified)	-1	-5	5	21	-1.7	1	-1	-1	7	5
21	CC1=C(C(=O)Nc2ccccc2C(=O)NCCCN2CCN(C)CC2)SCCO1	5	-4	-14	7	1.3	-7	-1	-5	7	4
22	COc1cc(C(=O)NC(=S)NNC(=O)[C@H]2C[C@@H]2c2ccccc2)cc(OC)c1OC	5	10	5	-3	-0.7	3	-2	-4	0	1
23	Cc1ccc(-n2c(=O)c3c4c(sc3n(Cc3cc(=O)n5ccccc5n3)c2=O)CCC4)cc1C	-1	1	-2	-6	-2.3	1	-1	2	4	0
24	COc1ccc(Cl)cc1NC(=O)CCN1C(=O)C2C3C=CC(C4CC34)C2C1=O (stereo unspecified)	-5	-3	-2	-4	0.5	-3	-2	3	2	-7
25	O=C(OCc1cn(Cc2cc(F)ccc2F)nn1)N1CCOCC1	1	4	0	·	·	·	-1	7	·	2
26	CC(OC(=O)c1ccccc1C(=O)N(C)Cc1ccccc1)C(=O)NC1(C#N)CCCCC1 (stereo unspecified)	0	-8	-3	-8	3.1	-1	0	-5	-10	-2
27	CCOC1=C2CN(S(=O)(=O)c3ccc(C)cc3)CC[C@@H]2N(S(=O)(=O)c2ccc(C)cc2)[C@H](c2ccccc2)C1	4	3	-4	-3	0.8	·	1	-1	12	1
28	O=C(c1ccccc1F)N1CCN(Cc2nc3sc4c(c3c(=O)[nH]2)CCCC4)CC1	4	-3	2	10	-2.5	-1	2	7	9	-2
29	COC(=O)C1=CN(c2cccc(OCc3ccccc3)c2)C(N)=C(C#N)C1c1cccc(OC)c1OC (stereo unspecified)	-3	6	5	2	0.1	·	2	8	-1	-1
30	CCSc1nnc2c(Cl)cc(Cl)cn12	3	-2	4	0	-1.9	-3	0	-1	-7	2
31	C[C@H](NC(=O)C1CC(=O)N(c2ccc3c(c2)OCO3)C1)C(=O)NC1CCCC1 (stereo partly specified)	0	1	-1	13	-2.3	10	-4	-2	-11	-4
32	Cc1nc2c(OCC(=O)C(C)(C)C)cccn2c1N(C)Cc1cccs1	1	-3	12	-4	0.1	·	-2	-2	7	1
33	CCOC(=O)C1=NN(c2ccc(Cl)cc2)C(c2ccccc2)CC1=O (stereo unspecified)	-17	-1	7	15	-1.9	-5	-3	0	10	-39
34	CN(Cc1ccccc1)C(=O)CNC(=O)C12CC3CC(CC(C3)C1)C2	1	4	-13	11	-0.2	-2	-2	-4	12	2
35	O=C(CN1C(=O)NC2(CCCCCC2)C1=O)N1CCCCC1	-5	-2	3	-6	-1.3	-1	1	4	-6	5
36	CC(NC(=O)C1C(=O)N(CCO)C2(C)CC1c1ccccc1O2)c1ccccc1 (stereo unspecified)	-7	-3	-4	-5	1.4	6	-2	-1	8	3
37	CCN1C=C(Cc2ccccc2C)C2=C(C1)C(c1ccccc1C)C(C#N)=C(N)O2 (stereo unspecified)	4	-2	-3	5	-2.8	-25	1	4	16	-9
38	O=C(CSc1ccc2nnc(-c3ccc(Cl)cc3)n2n1)N1CCCc2ccccc21	2	-1	-1	-2	2.2	2	-1	5	-5	-1
39	CC(C)CCNC(=O)NC(=O)CSc1nnc(-c2ccccc2F)n1N	2	-3	1	-5	2.6	10	-2	0	3	1
40	Nn1c(=O)c2ccccc2n2c(SCc3ccccc3)nnc12	2	1	7	14	-0.6	6	4	2	9	6
41	CSc1nc(Sc2ccc(Cl)cc2)c2ccccc2n1	-11	1	-1	-11	-1.4	3	1	9	-6	-20
42	COc1cccc(NC(=O)CN(C)C(=O)Cn2c(=O)oc3ccccc32)c1	5	-1	6	-1	2.1	1	-4	-6	-5	-1
43	COC(=O)c1ccccc1NC(=O)C1CCN(C(=O)Cc2ccccc2)CC1	-1	-8	-1	5	-1.7	-1	-3	-3	-19	-3
44	CC(C)(C)C(=O)Nc1ccc(S(=O)(=O)N2CCCC2)cc1	2	-3	2	10	-2.5	-18	-1	6	0	-1
45	CCN(C(=O)COC(=O)c1ccc(OCc2c(C)noc2C)cc1)c1ccccc1	7	-7	-1	-8	-0.7	-13	-2	-3	1	2
46	Cc1sc2nc(CN3CCOCC3)nc(NCCc3ccccc3)c2c1C	11	-4	6	1	-0.2	-8	0	-1	0	12
47	COC(=O)CCSc1cc(NCCOC(C)=O)c([N+](=O)[O-])c2nonc12	-2	2	0	7	-2.0	3	2	3	-9	5
48	O=C(CN1C(=O)CCS(=O)(=O)c2ccccc21)Nc1ccc2c(c1)OCCO2	5	-1	-6	-8	-0.1	5	1	-2	-5	-3
49	O=C(NCc1ccccc1)C(c1ccc(F)cc1)N1CCN(C(=O)C2CCCO2)CC1 (stereo unspecified)	3	-1	-4	10	-1.1	·	0	-8	6	-2
50	COc1ccc(N(C(=O)c2cnccn2)C(C(=O)NC2CCCCC2)c2ccc(O)cc2)cc1 (stereo unspecified)	1	-6	-1	-6	-2.3	2	1	4	-11	-3
51	Cc1ccc(NC(=O)C/C(N)=N/O)cc1Cl	0	4	3	-6	-2.6	-3	-1	4	-6	2
52	Cc1ccc(S(=O)(=O)Nc2ccc3nc(N)sc3c2)cc1	-5	17	4	4	-1.2	-16	-4	-1	0	2
53	CCc1c(C)c2ccc(OCC(=O)N(C)C)c(C)c2oc1=O	4	-2	4	-6	-0.1	-3	2	2	-1	4
54	Cc1ccc(C)c(CN2CCC(CNC(=O)Nc3ccc(C)c(C)c3)CC2)c1	-3	-6	5	-5	-1.7	3	0	-1	-3	-7

Compound profiles, from the list above:
Results for Cc1ccc(NC(=O)C/C(N)=N/O)cc1Cl = GC-B act = 0; rCAG binder = 4; ABHD4 inh = 3; ARFGAP1 inh = -6; PG9 Ab binder = -2.6; HTRA1 inhibitor = -3; SMARCA2 act = -1; NR1D1 modulator = 4; ASAP1 inh = -6; GC-A act = 2
Results for Cc1ccc(C)c(CN2CCC(CNC(=O)Nc3ccc(C)c(C)c3)CC2)c1 = GC-B act = -3; rCAG binder = -6; ABHD4 inh = 5; ARFGAP1 inh = -5; PG9 Ab binder = -1.7; HTRA1 inhibitor = 3; SMARCA2 act = 0; NR1D1 modulator = -1; ASAP1 inh = -3; GC-A act = -7
